# Compound activity from PubChem.
# TSG101-PTAP inh – blocks PTAP/TSG101 interaction to inhibit HIV-1 budding; 340,000 tested, under 10 active; AID 493005; Fluorescence polarization, FITC-PTAP peptide / Tsg101 binding; Potency, µM (highest dose often 115 µM), inactives show at the top dose activity change, negative = inhibition, most hits filed as inhibitors; active = well fitted inhibition curve with a large enough effect in the main read-out, with a control signal flat, not every such curve was filed as active; inconclusive = small, poorly fitted or top-dose-only effect, or effect the other way, or a change in a side signal; inactive = no such curve, though single readings can be large or run the other way; also: potency is read from the fitted curve at half-maximal effect; % of control where 0% means no effect
#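 Tsg101 binding domain (10 uM final) was mixed with compound and a FITC-labeled PTAP peptide (50 nM final) in HEPES pH 7.5 buffer with NaCl, Tween 20, EDTA and TCEP; fluorescence polarization was read after 20 min at r.t.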
# Giardia kill – Giardia lamblia killing; Giardia lamblia trophozoite viability; activity change, % at 7.66 µM, hits read low; 340,000 compounds, 0.15% hits; in the data active = activity change below about -80%; inconclusive = between about -30% and that limit;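 also: parasites exposed to compound for two days anaerobically before the ATP read; % is scaled to controls: 0 for no effect and ±100 for the full control effect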
#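 ATP-content bioluminescence gauges trophozoite survival. Cells (100/well) receive compound and incubate anaerobically for 48 hrs at 37 deg C; detection reagent follows for 15-30 min at room temperature.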
# Coupling enz – inhibits coupling enzyme system, counter-screen for aldolase hits; coupling enzyme system counterscreen, AmpLite Red fluorescence; activity change, negative = inhibition, % at 58.2 µM, hits read low; 290,000 compounds, 0.67% hits; in the data active = activity change below about -30%; also: % is scaled to controls: 0 for no effect and ±100 for the full control effect
#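 Activity here indicates interference with the coupling reaction, not aldolase inhibition. Compounds at 57.5 uM final met coupling enzymes for 10 min at RT; substrate and AmpLite Red detection followed, with a 525/598 nm fluorescence read after 20 min.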
# PKM2 act – PKM2 (human) enzyme activation; P14618; purified PKM2, Kinase-Glo ATP luminescence, activation; response scale: 0% is enzyme alone, no compound; Potency, µM (top dose mostly 57.5 µM), inactives show at the top dose activation, actives largely listed as activators; 260,000 compounds, 0.34% hits; also: potency is read from the fitted curve at half-maximal effect; % is scaled to controls: 0 for no effect and ±100 for the full control effect; nearly all actives have a fitted effect of over 55% in size
#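 hPK-M2, >95% pure; 0.1 mM ADP / 0.5 mM PEP final; imidazole pH7.2 buffer w/ 7 mM MgCl2, 50 mM KCl; 1 h RT; Kinase-Glo lum. Intermediate enzyme activity for dual inhibitor/activator qHTS.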
# a7 integrin act – integrin-mediated muscular dystrophy alleviation activation; alpha7betagal myoblasts, beta-gal FDG fluorescence, 48 h; Potency, µM (highest dose often 38.3 µM), for inactives: top-dose activation, usual class: activators; 350,000 compounds, 0.064% hits; AID 624291;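 also: potency is read from the fitted curve at half-maximal effect; 100% = response of the positive control SU9516; nearly all actives have a fitted effect of over 60% in size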
#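 alpha7betagal+/- myoblasts (passage 13, 250/well) treated 48 h at 37C with compounds at 1:260 dilution of DMSO stock. Lysed, then beta-galactosidase activity read as FDG fluorescence (ex 480/em 540) after 30 min, with pre-read for autofluorescence.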
# GALK inhibitor – blocks human galactokinase activity; P51570; Purified GALK, Kinase-Glo residual ATP luminescence; AID 1868; 270,000 compounds, 0.007% hits; Potency, µM (titrated, usually from 57.5 µM), without a hit: top-dose activity change, negative = inhibition, usual class: inhibitors; also: potency is read from the fitted curve at half-maximal effect; % is scaled to controls: 0 for no effect and ±100 for the full control effect
# Target sequence (P51570 whole entry, looked up): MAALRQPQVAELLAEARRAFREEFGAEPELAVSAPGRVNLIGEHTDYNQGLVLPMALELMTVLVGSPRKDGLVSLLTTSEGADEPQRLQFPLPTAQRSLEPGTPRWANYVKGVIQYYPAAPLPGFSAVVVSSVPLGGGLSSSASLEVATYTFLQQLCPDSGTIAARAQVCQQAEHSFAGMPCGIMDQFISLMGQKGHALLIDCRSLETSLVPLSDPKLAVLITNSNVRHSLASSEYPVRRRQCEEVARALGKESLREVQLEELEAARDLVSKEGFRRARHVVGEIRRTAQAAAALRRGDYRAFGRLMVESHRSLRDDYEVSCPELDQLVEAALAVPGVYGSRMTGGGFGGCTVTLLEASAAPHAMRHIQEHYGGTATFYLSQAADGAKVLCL
#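 Luminescence from leftover ATP (Ultra-Glo luciferase/luciferin) served as read-out after a 1 h room-temperature reaction of 5 nM GALK with 35 uM ATP and 100 uM galactose.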
# S-ASM inh – inhibitors of human secretory acid sphingomyelinase | 340,000 compounds, 0.006% hits | placental ASM, HMU-PC fluorogenic substrate, 60 min | P17405 | Potency, µM (series often up to 57.5 µM), for the others: at the highest dose activity change, negative = inhibition, actives largely listed as inhibitors; also: potency is read from the fitted curve at half-maximal effect
#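 Fluorescence read-out (Ex 386 nm, Em 447 nm) after stopping the reaction at pH 10. Enzyme: ASM from human placenta; substrate HMU-PC0, 9 uM final; 60 min, 37 °C. Compound preincubation 10 min, ambient temperature.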
# B2AR arrestin – agonists driving beta-arrestin recruitment to human beta2-adrenergic receptor; beta-arrestin recruitment to beta2AR, cell-based reporter; 330,000 compounds, 0.02% hits; Potency, µM (titrated, usually from 46.1 µM), for inactives: at the top dose activation, actives largely listed as activators; P07550;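 also: potency is read from the fitted curve at half-maximal effect; 0% = DMSO controls and full agonism = EC100 isoproterenol or metaproterenol; nearly all actives have a fitted effect of over 65% in size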
# Target sequence (P07550 whole entry, looked up): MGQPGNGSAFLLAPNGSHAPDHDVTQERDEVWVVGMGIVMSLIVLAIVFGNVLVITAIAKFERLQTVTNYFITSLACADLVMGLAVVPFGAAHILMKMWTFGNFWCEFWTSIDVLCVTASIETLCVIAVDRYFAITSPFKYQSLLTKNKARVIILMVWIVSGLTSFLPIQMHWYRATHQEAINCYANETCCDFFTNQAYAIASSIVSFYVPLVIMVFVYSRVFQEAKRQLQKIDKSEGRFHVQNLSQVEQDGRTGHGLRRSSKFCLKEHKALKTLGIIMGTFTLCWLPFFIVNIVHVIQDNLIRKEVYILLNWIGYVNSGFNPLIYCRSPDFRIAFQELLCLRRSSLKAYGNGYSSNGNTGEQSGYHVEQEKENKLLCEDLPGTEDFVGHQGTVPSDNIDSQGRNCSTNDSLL
# Tb PFK inh – blocks T. brucei phosphofructokinase; O15648; T. brucei PFK, ADP-Glo luminescence; Potency, µM (doses to about 57.5 µM), for the others: at the highest dose activity, negative = inhibition, hits mostly inhibitors; 330,000 compounds, 0.17% hits;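 also: potency is read from the fitted curve at half-maximal effect; 0% = uninhibited 1x PFK enzyme wells and -100% = no-enzyme wells; nearly all actives have a fitted effect of over 60% in size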
#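 PFK 1.25 nM, F6P 0.5 mM, ATP 0.1 mM, 0.1 M TEA pH 8.0, 5 mM MgCl2, 0.01% Tween20, 0.1% BSA; 45 min RT. ADP-Glo readout. qHTS titration up to 57 uM; curves fitted, compounds curve-classed.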
# Menin MLL FP TR – menin-MLL binding inhibition, Texas Red mutant peptide. O00255. Menin + Texas Red MLL mutant peptide, fluorescence polarization. Potency, µM (titrated, usually from 61.6 µM), without a hit: at the highest dose FP activity change, negative = inhibition, usual class: inhibitors. 270,000 compounds, 0.23% hits; active = well fitted inhibition curve with a large enough effect in the polarisation, with a control signal flat, not every such curve was filed as active; inconclusive = small, poorly fitted or top-dose-only effect, or effect the other way, or a change in a side signal; inactive = no such curve, though single readings can be large or run the other way; the % refers to the polarisation; also: potency is read from the fitted curve at half-maximal effect; % of control where 0% means no effect; many of its hits are not listed in these tables
# BCR signal inh – chronic active BCR signaling inhibition; ABC-DLBCL IkBa-CBG/CBR reporter, luminescence ratio, 4 h; Potency, µM (doses to about 46.1 µM), for inactives: at the highest dose ratio change, negative = lower green/red ratio, actives largely listed as inhibitors; 340,000 compounds, 0.05% hits; active = well fitted inhibition curve with a large enough effect in the signal ratio, with a control signal flat, not every such curve was filed as active; inconclusive = small, poorly fitted or top-dose-only effect, or effect the other way, or a change in a side signal; the % refers to the signal ratio;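 also: potency is read from the fitted curve at half-maximal effect; plate controls were basal doxycycline-induced cells for no effect and cells given 10 µM MG132 for full effect; MG132 reads +100%, hits lower the ratio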
#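 Concentration-response series (up to 46 uM) were applied to TMD8 dual-reporter cells for 4 h at 37C with doxycycline. Green/red ratio, after filter-overlap correction, defined %Activity; red signal alone was normalised to basal cells and zero luminescence.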
# * = called active by the depositor; ? = inconclusive; . = not tested or not shown; [ ] = dose if it differs, or a comment. Unless noted, calls follow the shape of the dose curve; as a rule, active = well fitted curve in the direction sought with a large enough effect; inconclusive = small, poorly fitted or top-dose-only effect, or another doubt; inactive = no such curve, though single readings can be large; an effect the other way counts as inactive or inconclusive.
mol	TSG101-PTAP inh	Giardia kill	Coupling enz	PKM2 act	a7 integrin act	GALK inhibitor	S-ASM inh	B2AR arrestin	Tb PFK inh	Menin MLL FP TR	BCR signal inh
NS(=O)(=O)c1cccc(NC(=O)COC(=O)c2cc(Cl)ccc2[N+](=O)[O-])c1	-3%	-25	-1	1%	-14%	0%	0%	-0.2%	11%	.	-2%
Cc1ccc(C)c(OCCC(=O)OCC(=O)NCCNC(=O)COC(=O)CCOc2cc(C)ccc2C)c1	0%	4	.	.	12%	.	-7%	-0.2%	15%	.	-5%
CC(C)OCCOc1ccc2oc(-c3ccco3)cc(=O)c2c1	0%	1	-2	1%	-8%	-2%	26%	0.1%	?	-3%	?
C=CCN1C(=O)C(O)(CC(=O)c2ccccn2)c2ccccc21 (centres undefined)	6%	-9	0	2%	-57%[inhibitor]	1%	0%	0.3%	5%	-14%	-7%
O=C(COc1ccccc1)Nc1ccncc1	0%	-4	0	1%	9%	4%	4%	0.0%	-5%	7%	3%
O=C(Cc1ccc([N+](=O)[O-])cc1)NNC(=O)c1ccc2c(c1)OCO2	1%	11	.	.	12%	-7%	2%	0.4%	0%	.	?
CCc1cccc(NC(=O)CCS(=O)(=O)c2ccc3c(c2)NC(=O)CO3)c1	1%	23	-1	-7%[0.46 µM]	-21%	1%	1%	-0.2%	2%	11%	-6%
O=S(=O)(Nc1ccc(Cl)cc1)c1ccc(N2CCOCC2)c(NC(=S)NC2CC2)c1	-6%	11	2	-9%	-14%	-2%	-1%	-0.2%	-13%	-7%	1%
Cc1cc(C)c(NC(=O)CSc2nnc(Cc3cccn3C)n2-c2ccc(F)cc2)c(C)c1	-8%	2	7	1%	-5%	-2%	0%	-0.6%	-3%	?	-5%
Cn1c(SCC(=O)c2ccccc2)nc2cccnc21	-1%	13	-4	12%	22%	-2%	-1%	-0.3%	-15%	18%	?
Cc1ccc(C(=O)/C=C/c2ccc3ncccc3c2)cc1	-12%	-3	0	-1%[11.5 µM]	31%	2%	-1%	-0.3%	-4%	-2%	-2%
COCCCN(C(=S)NC(=O)C(C)(C)C)c1c(N)n(Cc2ccccc2)c(=O)[nH]c1=O	-5%	4	1	0%	6%	-2%	22%	-1.0%	-6%	.	?
O=C1C2ON(c3ccccc3)C(c3ccccn3)C2C(=O)N1c1ccc(Br)cc1 (centres undefined)	-4%	8	0	-6%	21%	2%	-12%	0.1%	0%	-13%	-8%
CCOc1ccc(C(C)(N)C(=O)O)cc1 (centres undefined)	3%	0	-2	-7%	-11%	-3%	0%	0.5%	-3%	-3%	6%
CCC(=O)N(Cc1cccs1)C1CCOC(C)(C)C1 (centres undefined)	-3%	-1	2	-2%	-10%	2%	5%	-0.3%	0%	-10%	-2%
O=C(COC(=O)c1ccc(NS(=O)(=O)c2ccc(Br)s2)cc1)NC1CCCC1	-2%	-3	12	-4%	32%	0%	-3%	0.3%	2%	13%	0%
Cc1ccc(S(=O)(=O)N(C)C)cc1NC(=O)CSc1ccc2c(c1)OCCO2	0%	13	.	.	-15%	.	-1%	-0.9%	-1%	.	?
CN(CC(=O)Nc1ccc(Cl)c(C(F)(F)F)c1)C(=O)c1cc(-c2ccncc2)nc2ccccc12	-2%	1	.	.	-39%[inhibitor]	.	?	0.0%	-2%	.	-12%
COc1ccc(CN2CCCC(N3CCN(c4cccc(Cl)c4)CC3)C2)cc1OC (centres undefined)	-3%	7	3	-1%	?	0%	3%	-0.3%	-4%	-8%	-12%
COC(=O)[C@@H]1CCCN1C(=O)[C@@H](NC(=O)OC(C)(C)C)C(C)C	0%	?	-2	.	-23%	.	4%	.	.	-26%	.
O=C(NNC(=O)c1c(F)cccc1F)c1sccc1-n1cccc1	-10%	-27	-1	5%	8%	5%	-1%	0.0%	1%	14%	-7%
CC(=O)c1cccc(NC(=O)COC(=O)COc2ccc(Cl)cc2)c1	0%	-13	0	-2%	23%	1%	-3%	0.2%	-1%	14%	-1%
CNC(=O)c1cc2ccccc2o1	-8%	-20	0	10%	12%	0%	0%	-0.3%	2%	6%	-1%
Cc1cc(C)n(-c2nc(Nc3ccccc3)nc(-n3nc(C)cc3C)n2)n1	-8%	-1	1	6%	-5%	-3%	-2%	0.4%	3%	18%	?
Cc1cccc(C)c1OCC(=O)Nc1c(C)nn(C)c1C	-10%	-2	-2	-3%	35%	-1%	4%	5.0%	4%	-2%	0%
COC(=O)c1ccc(CN2C(=O)NC3(CCCCC3C)C2=O)o1 (centres undefined)	-3%	-3	6	0%	35%	9%	2%	-0.1%	-4%	-3%	-2%
COc1ccc2sc(N(CCCN(C)C)C(=O)c3ccc(S(=O)(=O)N4CCCC4)cc3)nc2c1	-4%	-2	.	.	12%	.	18%	0.0%	-8%	.	?
CCOc1ccc(S(=O)(=O)Nc2cccc(C(=O)N3CCN(C(C)=O)CC3)c2)cc1	-4%	-19	.	.	2%	.	4%	0.0%	4%	.	3%
Cc1c(C(=O)NCCO)sc2nc3n(c(=O)c12)CCC3	2%	-4	-5	5%	30%	-2%	5%	-0.6%	-4%	13%	-14%
CC(=O)N1CCc2cc(S(=O)(=O)N3CCc4ccccc43)ccc21	3%	5	-2	21%	-37%	-2%	-3%	0.2%	-14%	-20%	-3%
S=C(Nc1cccc(Br)c1)c1ccccc1	-4%	9	0	5%	-4%	1%	-19%	-1.9%	5%	?	?
COc1ccc(NS(=O)(=O)c2cccc(C(=O)NCCCN3CCOCC3)c2)cc1	0%	-18	.	.	18%	.	-1%	-0.2%	5%	.	6%
CCCNC(=O)c1ccccc1NC(=O)c1ccc2c(=O)n3c(nc2c1)CCC3	-2%	9	.	.	23%	.	-2%	-0.1%	0%	.	4%
Cc1cccc(NC(=O)c2cc(-c3cc(Cl)ccc3O)n[nH]2)c1	2%	-22	2	.	14%	1%	-1%	-0.3%	0%	?	?
Nc1ncnc2c1ncn2Cc1ccccc1	-1%	26	2	10%	12%	-1%	0%	0.1%	-3%	-7%	0%
CCc1ccc(NC(=S)/N=C(\N)Nc2nc(C)c3cc(CC)ccc3n2)cc1	0%	-13	0	-5%	-21%	0%	-3%	-0.5%	-2%	-25%	-10%
O=C(CN(Cc1cccs1)C(=O)CN1C(=O)COc2ccccc21)NCc1ccco1	-5%	1	1	-1%	-31%[7.66 µM]	-4%	3%	-0.2%	3%	-12%	-2%
COc1ccc(-n2c(SCC(=O)Nc3ccc4c(c3)OCO4)nnc2C(C)N2CCCCC2)cc1 (centres undefined)	-2%	25	3	7%	-9%	0%	0%	0.0%	2%	-13%	0%
COCCOC(=O)c1c(C)oc2ccc(NS(=O)(=O)c3cccs3)cc12	-2%	10	1	11%	-4%	0%	0%	-0.1%	-7%	?	-1%
O=C(/C=C/c1cc2c(cc1Br)OCO2)NCc1ccc(F)cc1	2%	-23	5	2%	5%	0%	-2%	-0.1%	0%	-22%	-4%
COc1ccc(OCCC(=O)OCC(=O)Nc2cccc(Br)c2)cc1	6%	4	-1	0%	16%	0%	-12%	-0.3%	0%	2%	-17%
O=C(NC1CCSc2ccccc21)c1ccc(Cl)c(S(=O)(=O)N2CCOCC2)c1 (centres undefined)	-1%	-5	.	0%	-3%	-6%	-3%	-0.6%	5%	.	0%
C=CCOC(=O)/C(=C\C=C\c1ccccc1)NC(=O)c1ccccc1	-4%	21	0	3%	5%	0%	-2%	-0.1%	1%	-6%	?
Cc1c(C=O)c2ccccc2n1CC(=O)O	-2%	21	0	4%	-7%	2%	3%	0.3%	6%	7%	1%
Cc1ccc(C)c(SCC(=O)Nc2ccc(C)c(S(=O)(=O)N3CCOCC3)c2)c1	-6%	-4	.	.	-58%[inhibitor]	.	-3%	-0.5%	-1%	.	-5%
COc1ccccc1NC(=O)CSc1nnc(CCC(=O)Nc2ccccc2F)n1C	-2%	-11	-3	6%	0%	-2%	-7%	-0.8%	-13%	.	-2%
CSc1oc(-c2ccc(F)cc2)nc1S(=O)(=O)c1ccc(F)cc1	-3%	-9	0	2%	-15%	2%	1%	0.3%	2%	4%[11.7 µM]	8%

# An excerpt (hit frequency here may not be typical).
